Source: PubChem BioAssay (several laboratories)
KLF5 inhibitor: inhibitors of KLF5 expression; DLD-1 KLF5 promoter-luciferase reporter, luminescence; inhibition, % at 5 µM; hit rate 0.23% among 290,000; AID 1700;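 active means inhibition above a per-plate limit of that plate's mean compound inhibition plus 3 SD, cut at about 60% in these data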;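 further: 0% = DMSO wells and 100% = LY294002 at 200 µM; higher means less KLF5 promoter-driven luciferase light; inactives centre near -14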
HSP90 inh: blocks HSP90-mediated luciferase refolding in reticulocyte lysate; Rabbit reticulocyte lysate, luciferase refolding luminescence, 3 h; inhibition, % at 5.6 µM; hit rate 0.91% among 290,000;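 active means inhibition above the screen-wide mean plus 3 SD, computed separately per campaign, cut at about 16% in these data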;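 further: 0% = DMSO wells and 100% = 60 µM geldanamycin wells; inhibitors lower the luminescence because luciferase stays unfolded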
aSyn UTR inh: MLPCN primary screen, SNCA 5' untranslated region. hit rate 0.82% among 300,000. inhibition, % (tested at 7.5 µM). alpha-synuclein 5'UTR reporter, inhibitor activity. AID 1813; in the data active means inhibition above about 60%;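 further: H4 neuroglioblastoma cells stably carrying SNCA 5'UTR luciferase fusion; 0% = DMSO wells and 100% = positive control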
HSF-1 act: increases HSF-1 driven luciferase reporter signal. hit rate 1.7% among 300,000. activation, % at 9 µM. NIH3T3-HGL HSF-1 luciferase reporter, MG132, 8 h; 100% = twice DMSO control signal;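 active means mean replicate activation of at least 50% with a set share of replicates each reaching 50%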;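 further: 0% = median of the neutral control wells and 100% = twice that signal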
DYRK1A inh: blocks rat Dyrk1A kinase activity; Q63470; ADP-Glo luminescence, NFATc1 peptide; inhibition, % at 12.5 µM; hit rate 0.43% among 310,000; in the data active means inhibition above about 50%;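 further: plate controls were vehicle with enzyme for no effect and no enzyme for full effect; many of its hits are not listed in these tables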
IEC-6 cytotox: IEC-6 cytotoxicity, counter-screen for KLF5 inhibitors; hit rate 0.78% among 290,000; inhibition, % at 5 µM; AID 1825; luminescence viability; in the data active means inhibition above about 22%;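 further: 0% = plate median of test compound wells and 100% = cytotoxic reference compound wells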
Platelet DG rel: modulates dense granule release in human platelets; human platelet-rich plasma, SFLLRN dense granule ATP release, luminescence; inhibition, %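 (compounds screened at 7.5 µM in platelet-rich plasma)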; hit rate 0.22% among 300,000;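 active means mean replicate score, as percent of positive control, at or above 50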
GSK3beta inhib: blocks human GSK3beta kinase activity | P49841 | GST-GSK3beta kinase, ADP-Glo luminescence, 60 min; hits give low values | activity score (negative = inhibition), % at 10 µM | hit rate 0.038% among 300,000 | AID 2097;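 active means more than half of replicate wells score below -50%, meaning over 50% inhibition versus plate controls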;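 further: 0% = median DMSO wells and -100% = median GW8510 positive control wells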
Target sequence (P49841 whole entry, looked up): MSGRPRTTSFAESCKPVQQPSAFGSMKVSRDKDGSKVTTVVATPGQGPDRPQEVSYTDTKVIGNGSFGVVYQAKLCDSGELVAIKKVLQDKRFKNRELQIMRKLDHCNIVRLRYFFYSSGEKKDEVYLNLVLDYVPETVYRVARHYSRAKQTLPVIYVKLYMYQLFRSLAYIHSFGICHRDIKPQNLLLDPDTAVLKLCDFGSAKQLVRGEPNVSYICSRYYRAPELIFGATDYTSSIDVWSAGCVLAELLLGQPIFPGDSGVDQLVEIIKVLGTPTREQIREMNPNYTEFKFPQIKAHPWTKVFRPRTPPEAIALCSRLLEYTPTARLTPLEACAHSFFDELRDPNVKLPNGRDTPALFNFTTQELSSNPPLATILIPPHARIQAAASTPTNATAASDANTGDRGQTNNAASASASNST
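Assay system: GST-tagged human GSK3beta kinase, cell-free; Input: 1.6 ng GSK3beta; Medium: Tris/MgCl2 kinase buffer; Timing: 60 min enzyme reaction, room temperature; Signal: ADP-Glo luminescence quantifying ADP generated by kinase; Evaluation: score relative to plate controls; Benchmarks: DMSO neutral wells and GW8510 at 20 µM as positive.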
HSF1 inh: HSF1 inhibition. NIH3T3-HGL HSE-luciferase, MG132-induced, luminescence 8 h; hits give low values. activity change, negative = inhibition, % at 7.5 µM (by protocol). hit rate 0.77% among 300,000;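 active means more than half of replicate wells show activity change below -50%, luminescence cut by over half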;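 further: luciferase reports HSF-1 transcriptional activity via heat shock element; 0% = median of DMSO wells and -100% = zero luminescence signal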
GSK3 alpha inh: human GSK-3 alpha kinase inhibition; P49840; ADP-Glo luminescence, 60 min; inhibition, % at 10 µM; hit rate 0.1% among 320,000;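 in the data active means inhibition above about 50%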;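 further: GST-tagged GSK-3 alpha with peptide substrate and 25 µM ATP; 0% = DMSO neutral wells and 100% = GW8510 positive control wells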
Target sequence (P49840 whole entry, looked up): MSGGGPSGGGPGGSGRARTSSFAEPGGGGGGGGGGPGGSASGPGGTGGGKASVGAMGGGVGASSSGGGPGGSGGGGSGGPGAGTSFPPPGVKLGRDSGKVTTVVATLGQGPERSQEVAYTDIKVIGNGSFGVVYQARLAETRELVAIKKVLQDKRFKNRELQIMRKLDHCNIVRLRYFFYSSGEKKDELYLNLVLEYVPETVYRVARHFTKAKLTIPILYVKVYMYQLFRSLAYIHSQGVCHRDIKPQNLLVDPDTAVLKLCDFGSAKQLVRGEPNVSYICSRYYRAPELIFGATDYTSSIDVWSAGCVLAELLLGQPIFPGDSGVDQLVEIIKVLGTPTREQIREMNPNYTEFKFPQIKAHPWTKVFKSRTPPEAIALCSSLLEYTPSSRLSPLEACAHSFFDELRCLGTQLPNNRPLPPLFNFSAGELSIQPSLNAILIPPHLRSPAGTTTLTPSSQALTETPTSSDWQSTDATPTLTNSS
* marks the source's active call; other numbers are inactive results. Only part of the results is shown. The share of hits here may be higher or lower than overall.

How did CCC(C)NC(=O)Cn1cnc2sc(C)c(S(=O)(=O)N3CCN(c4ccccc4OC)CC3)c2c1=O (centres undefined) do in these assays?
KLF5 inhibitor: -2.5; HSP90 inh: 0.5; aSyn UTR inh: 11.2; HSF-1 act: 14.2; DYRK1A inh: -1.6; IEC-6 cytotox: 2.0; Platelet DG rel: -3.0; GSK3beta inhib: 0.1; HSF1 inh: 0.0; GSK3 alpha inh: -0.2

How did CC1Cc2ccccc2N1C(=O)CSc1nncn1C (centres undefined) do in these assays?
KLF5 inhibitor: -22.1; HSP90 inh: -3.7; aSyn UTR inh: 4.9; HSF-1 act: -6.9; DYRK1A inh: 3.1; IEC-6 cytotox: -0.6; Platelet DG rel: -5.3; GSK3beta inhib: -4.7; HSF1 inh: 2.7; GSK3 alpha inh: -5.4

Results for COc1cc(C(=O)NCC(c2ccc(F)cc2)N2CCOCC2)ccc1OCc1ccccc1Cl (centres undefined) ?
aSyn UTR inh: 13.5; HSF-1 act: -12.6; DYRK1A inh: 6.2; Platelet DG rel: -9.4; GSK3beta inhib: 1.6; HSF1 inh: 9.2; GSK3 alpha inh: -0.4

Results for Cc1ccc2oc(=O)n(Cc3ccccc3OC(C)C)c2c1 ?
KLF5 inhibitor: -28.3; HSP90 inh: -0.3; aSyn UTR inh: 14.8; HSF-1 act: 15.4; DYRK1A inh: 4.7; IEC-6 cytotox: -3.1; Platelet DG rel: 1.7; GSK3beta inhib: -1.0; HSF1 inh: 4.7; GSK3 alpha inh: -2.0

Results for CC(C)OC(=O)CSc1nnc(Cc2ccccc2)n1Cc1ccco1 ?
KLF5 inhibitor: -6.3; HSP90 inh: 6.2; aSyn UTR inh: 21.2; HSF-1 act: -0.7; DYRK1A inh: 0.7; IEC-6 cytotox: 3.3; Platelet DG rel: 15.7; GSK3beta inhib: 0.9; HSF1 inh: -3.6; GSK3 alpha inh: -1.3

Results for O=C(COc1ccccc1Cl)NC(=S)Nc1ccccc1N1CCCC1 ?
KLF5 inhibitor: -6.8; HSP90 inh: -1.2; aSyn UTR inh: 39.4; HSF-1 act: 2.6; DYRK1A inh: -1.2; IEC-6 cytotox: -4.3; Platelet DG rel: -23.9; GSK3beta inhib: 2.0; HSF1 inh: -9.6; GSK3 alpha inh: -1.0

Results for CC(C)c1ccc(C(=O)NN2C(=O)C3CCCCC3C2=O)cc1 (centres undefined) ?
KLF5 inhibitor: -120.5; HSP90 inh: 5.8; aSyn UTR inh: -84.9; HSF-1 act: 27.6; DYRK1A inh: 10.0; IEC-6 cytotox: 1.3; Platelet DG rel: 12.1; GSK3beta inhib: 0.0; HSF1 inh: 21.9; GSK3 alpha inh: -1.5

What do the screens show for `CCOc1ccc(/C=N/NC(=O)c2ccc(Cn3cc(Br)cn3)o2)cc1`?
KLF5 inhibitor: -31.4; HSP90 inh: 0.3; aSyn UTR inh: -42.0; HSF-1 act: 5.3; DYRK1A inh: -5.3; IEC-6 cytotox: 0.0; Platelet DG rel: -5.4; GSK3beta inhib: -2.1; HSF1 inh: -0.9; GSK3 alpha inh: -2.5

What do the screens show for `O=C(/C=C/c1ccc(Cl)c(Cl)c1)NC1=NCCS1`?
KLF5 inhibitor: -2.9; HSP90 inh: -0.5; aSyn UTR inh: -103.6; HSF-1 act: 53.8*; DYRK1A inh: -3.1; IEC-6 cytotox: 1.5; Platelet DG rel: -4.7; GSK3beta inhib: -0.4; HSF1 inh: 25.2; GSK3 alpha inh: 0.6

Results for c1ccc(-c2csc3ncnc(NCc4ccccn4)c23)cc1 ?
KLF5 inhibitor: 0.8; HSP90 inh: -1.0; aSyn UTR inh: 12.5; HSF-1 act: -4.3; IEC-6 cytotox: -1.4; Platelet DG rel: 1.1; GSK3beta inhib: -21.4; HSF1 inh: -8.8; GSK3 alpha inh: 24.7

Results for COc1ccccc1-n1c(SCC(=O)Nc2ccc3c(c2)OCO3)nc2c(c1=O)SCC2 ?
KLF5 inhibitor: 10.6; HSP90 inh: -2.0; aSyn UTR inh: 13.3; HSF-1 act: 2.5; DYRK1A inh: 0.5; IEC-6 cytotox: -3.8; Platelet DG rel: 2.1; GSK3beta inhib: 1.1; HSF1 inh: 11.6; GSK3 alpha inh: -2.2

What do the screens show for `CC(=O)N/C(=C\c1ccccc1)C(=O)OCc1ccccc1`?
KLF5 inhibitor: -14.7; HSP90 inh: 1.2; aSyn UTR inh: -0.8; HSF-1 act: 3.1; IEC-6 cytotox: -10.7; Platelet DG rel: -0.7; GSK3beta inhib: -9.6; HSF1 inh: -4.8; GSK3 alpha inh: -3.2

Results for CCCCNC(=O)N1CCN(C(c2ccccc2)c2ccccc2)CC1 ?
KLF5 inhibitor: -3.5; HSP90 inh: 2.9; aSyn UTR inh: -1.4; HSF-1 act: 28.1; DYRK1A inh: -2.5; IEC-6 cytotox: 5.9; Platelet DG rel: -4.2; GSK3beta inhib: -1.3; HSF1 inh: 1.0; GSK3 alpha inh: -1.4

Results for CCc1ccc(NC(=S)NC2CC3CCCC(C2)N3Cc2ccccc2)cc1 (centres undefined) ?
KLF5 inhibitor: -9.1; HSP90 inh: 6.0; aSyn UTR inh: -1.9; HSF-1 act: 13.5; DYRK1A inh: -1.2; IEC-6 cytotox: 9.5; Platelet DG rel: 2.7; GSK3beta inhib: -1.3; HSF1 inh: 11.5; GSK3 alpha inh: -2.5

How did OC(CNCc1ccc2c(c1)OCO2)COc1ccccc1 (centres undefined) do in these assays?
KLF5 inhibitor: -16.1; HSP90 inh: 1.3; aSyn UTR inh: -13.2; HSF-1 act: 4.2; DYRK1A inh: 10.8; IEC-6 cytotox: -7.8; Platelet DG rel: -2.9; GSK3beta inhib: 2.1; HSF1 inh: -4.2; GSK3 alpha inh: -18.8

How did COc1ccc(CNc2ncnc3sccc23)cc1 do in these assays?
KLF5 inhibitor: -11.3; HSP90 inh: -3.1; aSyn UTR inh: -5.5; HSF-1 act: -5.1; DYRK1A inh: -2.3; IEC-6 cytotox: 7.0; Platelet DG rel: -2.4; GSK3beta inhib: 2.8; HSF1 inh: -8.4; GSK3 alpha inh: 0.6

How did O=C1COc2ccccc2N1Cc1c(F)cccc1Cl do in these assays?
KLF5 inhibitor: -38.5; HSP90 inh: 2.1; aSyn UTR inh: -3.4; HSF-1 act: 5.4; DYRK1A inh: 0.5; IEC-6 cytotox: -0.3; Platelet DG rel: 1.8; GSK3beta inhib: -1.3; HSF1 inh: 1.6; GSK3 alpha inh: -1.1

What do the screens show for `CN(C(=O)c1cncc(Br)c1)C1C2CC3CC(C2)CC1C3` (centres undefined)?
KLF5 inhibitor: -27.2; HSP90 inh: -1.0; aSyn UTR inh: -31.1; HSF-1 act: 3.4; DYRK1A inh: 12.5; IEC-6 cytotox: -1.1; Platelet DG rel: -6.5; GSK3beta inhib: 3.5; HSF1 inh: -1.4; GSK3 alpha inh: 4.7

What do the screens show for `C=CCN(CC=C)C(=O)CCc1nnc(CCc2c[nH]c3ccccc23)o1`?
KLF5 inhibitor: -24.1; HSP90 inh: -1.8; aSyn UTR inh: 0.8; HSF-1 act: 15.7; DYRK1A inh: 1.6; IEC-6 cytotox: 0.3; Platelet DG rel: 0.3; GSK3beta inhib: 0.9; HSF1 inh: 20.6; GSK3 alpha inh: -0.8

How did Cc1ccc(-c2[nH]nc3c2C(c2cccnc2)C(C#N)=C(N)O3)cc1 (centres undefined) do in these assays?
KLF5 inhibitor: -12.6; HSP90 inh: 0.9; aSyn UTR inh: -20.4; HSF-1 act: 10.3; DYRK1A inh: 10.1; IEC-6 cytotox: -10.1; Platelet DG rel: 6.4; GSK3beta inhib: -0.1; HSF1 inh: -2.6; GSK3 alpha inh: 4.3

What do the screens show for `Cc1ccc(S(=O)(=O)N2CCOCC2)cc1C(=O)N1CCN(S(=O)(=O)c2cccs2)CC1`?
KLF5 inhibitor: -17.6; HSP90 inh: -0.3; aSyn UTR inh: 7.7; HSF-1 act: -12.7; DYRK1A inh: 5.5; IEC-6 cytotox: -3.2; Platelet DG rel: 0.5; GSK3beta inhib: 1.8; HSF1 inh: -4.6; GSK3 alpha inh: -0.8

What do the screens show for `O=C(CNC(=O)c1ccc(Br)cc1)NCc1cccnc1`?
KLF5 inhibitor: -40.3; HSP90 inh: -0.8; aSyn UTR inh: 7.6; HSF-1 act: -3.6; DYRK1A inh: -6.0; IEC-6 cytotox: 2.6; Platelet DG rel: 2.2; HSF1 inh: 2.6; GSK3 alpha inh: 1.4

What do the screens show for `COc1ccc(S(=O)(=O)NCC2CCCO2)cc1NC(=O)c1ccccc1` (centres undefined)?
KLF5 inhibitor: -6.9; HSP90 inh: 2.3; aSyn UTR inh: 7.3; HSF-1 act: -4.9; DYRK1A inh: -2.1; IEC-6 cytotox: -5.8; Platelet DG rel: -4.5; GSK3beta inhib: -0.3; HSF1 inh: 0.3; GSK3 alpha inh: 4.8

Results for COc1ccccc1N1CCN(S(=O)(=O)c2ccc3c(c2)oc(=O)n3C)CC1 ?
KLF5 inhibitor: 10.7; HSP90 inh: -0.5; aSyn UTR inh: -10.9; HSF-1 act: -10.2; DYRK1A inh: -7.3; IEC-6 cytotox: 3.8; Platelet DG rel: -5.8; GSK3beta inhib: -1.2; HSF1 inh: -0.8; GSK3 alpha inh: -1.1

How did COc1ccc(Cl)cc1N1C(=O)CN(Cc2cc(OC)c(OC)c(OC)c2)C1=S do in these assays?
KLF5 inhibitor: 24.8; HSP90 inh: 1.2; aSyn UTR inh: 20.2; HSF-1 act: -5.9; DYRK1A inh: -0.2; IEC-6 cytotox: 4.1; Platelet DG rel: 1.0; GSK3beta inhib: -4.1; HSF1 inh: 1.7; GSK3 alpha inh: -1.1

What do the screens show for `COc1ccc(N2CCN(S(=O)(=O)c3c(C)nc4scc(C)n4c3=O)CC2)cc1`?
KLF5 inhibitor: -22.2; HSP90 inh: -1.6; aSyn UTR inh: 19.8; HSF-1 act: -3.8; DYRK1A inh: -4.6; IEC-6 cytotox: -0.4; Platelet DG rel: -18.2; GSK3beta inhib: -2.8; HSF1 inh: -0.7; GSK3 alpha inh: 3.3

What do the screens show for `O=C(CSc1nc2c(c(=O)n1-c1ccc(Cl)cc1)SCC2)Nc1ccc2c(c1)OCCO2`?
KLF5 inhibitor: -17.6; HSP90 inh: 0.2; DYRK1A inh: -4.4; IEC-6 cytotox: 5.1; GSK3 alpha inh: -1.8

Results for Cc1ccc(S(=O)(=O)N(C)CC(=O)N2CCCc3ccccc32)cc1 ?
KLF5 inhibitor: -26.4; HSP90 inh: 3.9; aSyn UTR inh: 8.2; HSF-1 act: -22.8; DYRK1A inh: 0.3; IEC-6 cytotox: -0.7; Platelet DG rel: -3.7; GSK3beta inhib: -27.6; HSF1 inh: -1.6; GSK3 alpha inh: -2.8

How did CC(C)(C)NC(=O)NC(=O)CN1CCN(c2ccccc2)CC1 do in these assays?
KLF5 inhibitor: -1.6; HSP90 inh: -1.8; aSyn UTR inh: -23.4; HSF-1 act: -3.3; IEC-6 cytotox: 3.1; Platelet DG rel: -10.2; GSK3beta inhib: 3.8; HSF1 inh: 1.5; GSK3 alpha inh: -0.8
